Screening results as filed in PubChem.
TNAP inh no acc – blocks human TNAP activity with no phosphate acceptor present; inhibition, % at 20 µM; P05186; purified TNAP, CDP-star luminescence, 30 min; actives 0.26% (n = 200,000);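 active = tissue-nonspecific alkaline phosphatase inhibition above about 50% at 20 µM in the single-dose screen, limit read from the data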;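 note: 0% = DMSO negative control and 100% = EDTA positive control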
Target sequence (P05186 whole entry, looked up): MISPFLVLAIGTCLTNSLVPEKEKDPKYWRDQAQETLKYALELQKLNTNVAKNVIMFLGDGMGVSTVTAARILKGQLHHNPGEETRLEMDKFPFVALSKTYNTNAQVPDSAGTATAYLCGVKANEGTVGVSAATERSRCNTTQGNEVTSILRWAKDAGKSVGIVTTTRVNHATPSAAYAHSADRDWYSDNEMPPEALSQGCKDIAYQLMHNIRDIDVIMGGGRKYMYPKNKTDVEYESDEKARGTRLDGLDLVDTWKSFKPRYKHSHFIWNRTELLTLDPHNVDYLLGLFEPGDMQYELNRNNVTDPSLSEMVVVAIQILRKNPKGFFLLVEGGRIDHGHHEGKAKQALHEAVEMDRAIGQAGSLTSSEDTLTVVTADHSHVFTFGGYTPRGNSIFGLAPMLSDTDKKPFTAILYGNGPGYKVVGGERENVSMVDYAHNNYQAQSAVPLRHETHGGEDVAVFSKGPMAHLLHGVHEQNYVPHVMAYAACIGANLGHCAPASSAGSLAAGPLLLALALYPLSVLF
TNAP act hiacc – TNAP (human) activation, high acceptor. P05186. purified TNAP, CDP-star luminescence, 1 M DEA, 30 min; active compounds read high; 0 = EDTA background, 1 = DMSO-only activity. activation factor at 20 µM. 200,000 tested, under 10 active;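 active = activation factor at least 2 at 20 µM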
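Dosing: 20 µM single point. System: human TNAP. Amount: TNAP 1/800 final. Incubation: 30 min, room temperature. Read-out: TNAP activation factor scaled between EDTA and DMSO control wells. Signal: luminescence from CDP-star hydrolysis. Medium: 1 M DEA, pH 9.8, Mg2+, Zn2+. Control set: EDTA negative control, DMSO positive control.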
HMGR II inh – blocks class II HMG-CoA reductase of Enterococcus faecalis | purified E. faecalis HMGR, NADPH absorbance 340 nm kinetic | inhibition, % at 10 µM | AID 1066 | actives 0.41% (n = 190,000);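 active = inhibition above a set limit, the median over all tested compounds plus 3 SD, cut at about 9.5% in these data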;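 note: enzyme runs in reverse so mevalonate oxidation gives rising NADPH absorbance; 0% = complete reaction with DMSO and 100% = background rate lacking mevalonate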
bIAP act – increases bovine intestinal alkaline phosphatase activity; purified bovine IAP, CDP-star luminescence, 30 min; active compounds read high; fold of DMSO-control signal, blank-subtracted; activation factor at 20 µM; actives 0.17% (n = 200,000);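 active = activation factor of 2 or more at 20 µM, a signal rise over negative controls twice the positive control's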
TR-FRET SRC-2 ct – TR-FRET artefact, counter-screen to PPARgamma/SRC-2 agonist assay. active compounds read high. TR-FRET ratio at 8 µM. actives 0.4% (n = 200,000); in the data active = TR-FRET ratio above about 2000; note: inactives centre near 1500
PPARg SRC3 recr – PPARgamma-driven SRC-3 recruitment agonism. biochemical PPARgamma/SRC-3 coactivator recruitment assay. activation, % at 8 µM. actives 0.26% (n = 200,000). AID 731; in the data active = activation above about 23%;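 note: 0% = DMSO and 100% = reference agonist; some compounds past the cut are filed as inactive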
Target sequence (P37231 whole entry, looked up): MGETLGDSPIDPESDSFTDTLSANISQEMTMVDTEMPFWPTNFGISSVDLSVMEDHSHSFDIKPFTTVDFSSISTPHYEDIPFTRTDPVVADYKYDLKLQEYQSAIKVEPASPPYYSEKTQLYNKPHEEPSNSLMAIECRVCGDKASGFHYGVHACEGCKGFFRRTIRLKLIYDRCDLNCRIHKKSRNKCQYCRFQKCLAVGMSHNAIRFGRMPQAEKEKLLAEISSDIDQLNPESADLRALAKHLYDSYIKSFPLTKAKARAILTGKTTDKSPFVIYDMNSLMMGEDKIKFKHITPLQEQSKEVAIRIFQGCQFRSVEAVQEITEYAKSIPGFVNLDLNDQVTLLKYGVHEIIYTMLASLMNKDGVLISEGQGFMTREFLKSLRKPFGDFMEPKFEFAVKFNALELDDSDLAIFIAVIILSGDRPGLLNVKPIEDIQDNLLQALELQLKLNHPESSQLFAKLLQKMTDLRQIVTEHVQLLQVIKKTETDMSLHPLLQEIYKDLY
PPARg SRC2 recr – agonists of SRC-2 recruitment by human PPARgamma | activation, % at 8 µM | actives 0.34% (n = 200,000) | P37231 | PPARgamma LBD-SRC-2 recruitment, biochemical | AID 1032; in the data active = activation above about 22%;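 note: 0% = vehicle and 100% = reference agonist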
TNAP inh hiacc – TNAP (human) inhibition, high acceptor. P05186. purified TNAP, CDP-star luminescence, 1 M DEA. actives 0.03% (n = 200,000). inhibition, % at 20 µM. AID 1135;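 active = over 50% inhibition of tissue-nonspecific alkaline phosphatase at 20 µM in the single-dose screen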;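 note: plate controls were DMSO wells for no effect and EDTA-quenched wells as full inhibition for full effect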
PPARg SRC-1 ag – promotes SRC-1 coactivator recruitment by human PPARgamma. AID 631. PPARgamma-SRC-1 coactivator recruitment biochemical assay. actives 0.41% (n = 200,000). P37231. activation, % at 8 µM; in the data active = activation above about 19%;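 note: 0% = DMSO and 100% = reference agonist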
bIAP inhibitor – intestinal alkaline phosphatase (bovine) inhibition. purified bovine IAP, CDP-star luminescence, 30 min. inhibition, % at 20 µM. 190,000 tested, under 10 active. AID 1019;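 active = over 50% inhibition of intestinal alkaline phosphatase at 20 µM in the single-dose screen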
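Incubation: 30 min reaction at room temperature / Material: purified bovine intestinal alkaline phosphatase (IAP) enzyme / Input: enzyme at 1/65,000,000 dilution / Dosing: 20 µM single dose / Signal: CDP-star luminescence signal / Reagent: CDP-star chemiluminescent phosphatase substrate, 30 µM final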
The depositor's hits bear a star; x = not tested or not shown. Compounds as they come; overall some 1.6% were active at least once.

Under each structure – TNAP inh no acc	TNAP act hiacc	HMGR II inh	bIAP act	TR-FRET SRC-2 ct	PPARg SRC3 recr	PPARg SRC2 recr	TNAP inh hiacc	PPARg SRC-1 ag	bIAP inhibitor
- CCc1nnc(NC(=O)c2ccc(COc3ccccc3)o2)s1
 : -2	1	-2	1	1593	9	2	-2	4	2
- c1cc(CNCCCN2CCOCC2)ccn1
 : -3	1.1	-7	1	1422	0	6	-5	9	5
- Cc1ccccc1NC(=O)c1cc(=O)c2ccccc2o1
 : -11	1	1	1	1464	13	-4	-4	5	5
- O=C(NCC1COc2ccccc2O1)c1ccc(NC(=O)C2CCCO2)cc1 (centres undefined)
 : -2	1	-2	1.1	1484	-2	4	0	2	-5
- COc1ccc(OC)c(S(=O)(=O)NCc2ccccc2)c1
 : -18	1.1	-3	1	1516	13	-1	-6	-1	4
- Cc1ccc(/C=C/C(=O)NCc2cccs2)c(C)c1
 : -11	1.1	-5	0.8	1423	-3	1	-8	-9	22
- CCOc1c2ccc(C(=O)NC3CCCc4ccccc43)cc2nn1C (centres undefined)
 : -2	1	-5	0.9	1563	-2	1	-2	-5	7
- COc1cc(C2CC(=O)Nc3cc(C)c(C)cc32)cc(OC)c1OC (centres undefined)
 : -15	1	1	1	1531	-4	-9	3	-3	5
- O=C(NC(=S)NC1CCCc2ccccc21)c1ccco1 (centres undefined)
 : -3	1.1	-3	0.9	1635	4	5	-6	5	5
- Cc1nnc(-c2ccccc2)nc1N(C)C
 : -10	1	-4	1	1435	-5	-1	-4	-14	2
- CC1CCCCN1C(=O)CSc1nc(N)cc(=O)[nH]1 (centres undefined)
 : -1	1	2	0.9	1626	-7	0	0	-5	12
- Cc1[nH][nH]c(=O)c1C(c1ccc(-c2ccccc2C(=O)O)o1)c1c(C)[nH][nH]c1=O
 : 32	0.8	0	1	1340	0	-4	25	-7	0
- Cc1ccccc1N(C(=O)Cc1ccsc1)C(C(=O)NC1CCCCC1)c1ccc(F)cc1 (centres undefined)
 : -14	1	-1	0.8	1520	5	5	-3	-1	21
- CC(NC(=O)/C(=C/c1ccc(OC(F)F)cc1)c1ccccc1)c1ccccc1 (centres undefined)
 : -11	1	0	0.9	1474	-1	-6	2	0	12
- COc1ccc(Nc2ccc(S(=O)(=O)N3CCCCCC3)cc2[N+](=O)[O-])cc1
 : 4	0.9	0	0.8	1351	-1	-11	10	-8	22
- CCCc1nnc(NC(=O)c2ccc([N+](=O)[O-])cc2)s1
 : 14	1	0	0.8	1639	1	-8	-1	-6	20
- Cc1cccc(C)c1NC(=O)CNc1ncnc2sc(C)c(C)c12
 : -3	1	-1	0.9	1528	1	-9	5	-12	10
- O=C(COc1ccc(Cl)cc1)Nc1ncc([N+](=O)[O-])s1
 : -4	1	-1	1.1	1592	8	9	-1	0	-11
- CN(C(=O)c1ccc(S(=O)(=O)c2cccc(Cl)c2)c([N+](=O)[O-])c1)C1CCCCC1
 : -8	1	1	1	1675	2	-6	-4	-1	4
- Cc1ccc(NC(=O)C(=O)c2c(-c3ccccc3)cc3ccccn23)cc1S(=O)(=O)N1CCOCC1
 : 1	1	1	0.9	1543	0	5	1	3	7
- COC(=O)Nc1cc([N+](=O)[O-])ccc1OC
 : -8	1.1	-2	1	1517	2	-2	-5	2	-4
- COC(=O)c1cc(C(=O)N2CCOCC2)cc([N+](=O)[O-])c1
 : -8	1	1	0.9	1654	2	1	-2	9	6
- CCCS(=O)(=O)N1CCCC(C(=O)NCc2ccc(C)cc2)C1 (centres undefined)
 : -11	1	0	0.9	1734	3	5	-3	-2	9
- CCOC(=O)CN1C(=O)C(Sc2n[nH]c(-c3ccc(O)cc3)n2)CCc2ccccc21 (centres undefined)
 : 18	0.9	0	0.6	1673	3	6	6	5	40
- CN(CC(O)COCc1cccs1)C1CCCCC1 (centres undefined)
 : -11	1	-2	0.9	1483	1	-6	-2	14	9
- Cc1cc(C(=O)CN2C(=O)NC3(CCCc4ccccc43)C2=O)c(C)n1Cc1cccs1 (centres undefined)
 : -11	1.1	2	1	1559	2	1	-10	2	0
- O=[N+]([O-])c1c(Nc2ccc(O)cc2)cc(N2CCOCC2)c2nonc12
 : 8	0.7	-8	1.1	1463	-2	0	29	-3	-9
- COc1cc(Cl)ccc1NC(=O)COc1ccccc1C(=O)NN
 : -8	1.1	-4	0.9	1519	3	3	-5	-2	9
- CC1(C(=O)O)CCC(C(=O)N2CCCCC2)C1(C)C (centres undefined)
 : -6	1	1	1	1723	2	-1	-4	9	-3
- Cc1csc(NC(=O)CSc2nnc(-c3ccncc3)o2)n1
 : -18	1.1	-2	0.9	1553	-1	5	-7	1	6

An excerpt from above in order of molar mass, largest number first:
Under each structure – TNAP inh no acc	TNAP act hiacc	HMGR II inh	bIAP act	TR-FRET SRC-2 ct	PPARg SRC3 recr	PPARg SRC2 recr	TNAP inh hiacc	PPARg SRC-1 ag	bIAP inhibitor
- Cc1[nH][nH]c(=O)c1C(c1ccc(-c2ccccc2C(=O)O)o1)c1c(C)[nH][nH]c1=O
 : 32	0.8	0	1	1340	0	-4	25	-7	0
- COc1cc(C2CC(=O)Nc3cc(C)c(C)cc32)cc(OC)c1OC (centres undefined)
 : -15	1	1	1	1531	-4	-9	3	-3	5
- CCc1nnc(NC(=O)c2ccc(COc3ccccc3)o2)s1
 : -2	1	-2	1	1593	9	2	-2	4	2

(list continues)
Under each structure – TNAP inh no acc	TNAP act hiacc	HMGR II inh	bIAP act	TR-FRET SRC-2 ct	PPARg SRC3 recr	PPARg SRC2 recr	TNAP inh hiacc	PPARg SRC-1 ag	bIAP inhibitor
- CCOC(=O)c1sc(NN=C(C(=O)OC)C(=O)OC)c(C(=O)OCC)c1C
 : -11	0.7	-1	1	1626	3	-3	30	4	-2
- Cc1ccc(S(=O)(=O)NNC(=O)CCC(=O)Nc2ccc(C)cc2C)cc1
 : -7	1	-7	1	1670	2	12	-3	2	-2
- O=C(N/N=C/c1ccc(C(=O)O)cc1)C1=NNC(c2ccccc2)(c2ccccc2)C1
 : -1	1	-4	1	1475	2	-1	1	-11	0
- O=C(CCSc1ccc(Cl)c(Cl)c1)NC12CC3CC(CC(C3)C1)C2
 : -10	1	1	0.6	1569	8	-4	-1	4	43
- CSc1nc2ccc(NS(=O)(=O)c3ccc(Cl)s3)cc2s1
 : -11	1	3	0.9	1552	-3	-2	-4	6	6
- c1csc(C2C3=C(Nc4ncnn42)c2ccccc2OC3)c1 (centres undefined)
 : 0	1.1	3	1	1568	7	10	-6	1	1
- COc1cccc(-n2c(SCC(=O)NCc3ccco3)nnc2-c2c[nH]c3ccccc23)c1
 : -13	1	-7	1	1611	7	9	-2	4	-1
- COc1ccc(N2C(=O)CSC23C(=O)N2CCCc4cccc3c42)cc1 (centres undefined)
 : -10	1.1	-2	1	1521	9	4	-5	5	1
- CC1=C(C)CC(C(=O)N2CCN(Cc3ccccc3)CC2)C(C(=O)O)C1 (centres undefined)
 : -4	1	0	1.1	1422	1	8	0	-4	-6
- OC(CN1CCN(Cc2ccccc2)CC1)Cn1c2ccccc2c2ccccc21 (centres undefined)
 : -14	1	-2	0.8	1487	2	8	-3	4	17
- O=C(CCN1C(=O)C2CC=C(Cl)CC2C1=O)NCc1ccco1 (centres undefined)
 : -6	1	-4	1	1636	4	13	0	4	3
- Cc1ccc(Nc2ncccc2C(N)=O)cc1[N+](=O)[O-]
 : -10	1	-4	0.9	1710	5	8	-3	0	6
- CCOC(=O)c1sc(NC(=O)CSc2nc3ccccc3o2)c(C(=O)OCC)c1C
 : 0	1	-4	0.4	1485	4	0	-4	0	x
- COc1ccc(-c2cc(C(F)F)n3ncc(C(=O)N4CCc5ccccc54)c3n2)cc1
 : -4	1.1	-4	1	1589	1	8	-6	3	2
- CCOC(=O)C(=O)Nc1ccc(OCc2ccccc2)cc1
 : -13	1.1	5	1	1299	-2	5	-9	-1	4
- CCOC(=O)c1ccccc1NC(=O)CSc1ccccc1
 : 0	1	4	1.5	1551	-5	2	-5	3	-47
- CN(C)c1ccc(NC(=O)CSc2nnc(-c3cccs3)n2Cc2ccco2)cc1
 : 6	1	-6	1	1536	5	-1	-3	3	-1
- CCCCc1nc2ccccc2c(=O)n1NC(=O)c1c(O)c2cccc3c2n(c1=O)CC3
 : -8	1.1	x	1	x	x	x	-5	x	-2
- Cc1cnc([N+](=O)[O-])n1CCOC(=O)NC(=O)c1cccc(F)c1
 : 2	1	6	1.1	1469	-8	-2	-3	-4	-5
- Cc1ccc(OCCNc2ccc(C(F)(F)F)cc2[N+](=O)[O-])cc1
 : 3	1	-1	1.2	1685	4	1	4	14	-20
- CCCCc1c(O)c2ccccc2n(CCCC)c1=O
 : -7	1	4	1	1600	3	-1	-4	2	-4
- Cc1nn(C(=O)c2nn(C)cc2[N+](=O)[O-])c(C)c1Cl
 : -5	1.1	0	1	1659	6	6	-6	5	1
- CCOC(=O)c1cc(C#N)c(N2CCN(c3ccccn3)CC2)nc1-c1ccccc1
 : -3	1	-3	1.1	1390	0	6	4	-1	-14
- CCCN1C(=O)C(NC(=O)c2ccncc2)(C(F)(F)F)C2=C1CC(C)(C)CC2=O (centres undefined)
 : -11	1.1	1	1	1562	10	10	-6	5	1
- Cc1cccc(-n2cnc(C(=O)O)c2)n1
 : -13	1.1	-7	1	1534	-2	-3	-7	3	-1
- Cc1ccc(S(=O)(=O)N(C)C)cc1NC(=S)NC(=O)C12CC3CC(CC(C3)C1)C2
 : -6	1	-2	1.1	1656	-1	5	-3	3	-12
- CN(C)N1C(N)=C(C#N)C(c2ccsc2)C2=C1CC(C)(C)CC2=O (centres undefined)
 : -12	1	-4	1	1634	0	-1	-2	1	0
- COc1ccc(-c2nnnn2-c2ccc(F)cc2F)cc1
 : -10	1.1	1	1.1	1683	5	5	-5	11	-13
- CCS(=O)(=O)N1CCCC(C(=O)NCCN(C)Cc2ccccc2)C1 (centres undefined)
 : -14	1.1	0	1	1724	-15	-4	-7	-2	-1
- Cc1nn(C(C)C(=O)N2CCc3ccccc32)c(C)c1[N+](=O)[O-] (centres undefined)
 : 0	1.1	-9	0.9	1643	-4	5	-6	1	6
- CCOc1cc(/C=C2/C(=N)N3OC(C)=CC3=NC2=O)ccc1OC(=O)c1ccco1
 : -2	0.9	-1	1.2	1434	6	-1	9	9	-16
- Cc1c(Cl)cn2c(=O)cc(CN(C)Cc3nc4ccccc4c(=O)[nH]3)nc2c1Cl
 : -8	1	-9	1.2	1850	2	0	-3	4	-16
- O=C(NCC1CCCCC1)c1cc(S(=O)(=O)N2CCCCC2)ccc1N1CCOCC1
 : -9	1	-3	1.1	1560	3	-4	-4	9	-12
- COc1ccc(-c2nnn(CC(=O)N(Cc3ccco3)C(C(=O)NCC3CCCO3)c3ccco3)n2)cc1 (centres undefined)
 : -20	1	-5	0.9	1434	1	3	-4	-1	6
- Cc1c(CN2CCCC(C)C2)c(O)n(CCO)c(=O)c1C#N (centres undefined)
 : -12	1	0	1	1604	3	9	-1	3	5
- COc1ccccc1/C=C1\S/C(=N/NC(=O)c2cccc(Br)c2)NC1=O
 : -127	0.9	2	1.1	1617	13	9	8	8	-5
- CC1=NCCN1S(=O)(=O)c1ccccc1[N+](=O)[O-]
 : -3	1	1	0.9	1624	-2	-3	1	7	8
- Cc1ccc(S(=O)(=O)NN=C2CCC(C(C)(C)C)CC2)cc1[N+](=O)[O-] (centres undefined)
 : -12	1	3	1.1	1596	2	1	-3	-4	-7
